High-throughput results: PubChem BioAssay, The Scripps Research Institute Molecular Screening Center
CHRM1 agonist: human M1 muscarinic receptor agonism. P11229. CHO-K1 hM1, Fluo-8 calcium fluorescence, agonist mode; 0% DMSO, 100% acetylcholine EC100. activation, % at 3 µM. 0.33% of 360,000 active;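 active means activation above the run's mean compound activation plus 3 SD, cut at about 16% in these data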;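 further: peak over basal fluorescence ratio within a 140 s kinetic read after compound addition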
CHRM4 agonist: agonists of human muscarinic M4 receptor (CHRM4) | P08173 | CHO-K1 hM4/Gqi5, Fluo-8 calcium fluorescence; vehicle 0%, full acetylcholine response 100% | activation, % at 3 µM | 0.14% of 360,000 active;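 active means activation above the run mean over all test wells plus 3 SD, cut at about 32% in these data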;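 further: peak over basal fluorescence ratio per well then scaled between controls; 0% = DMSO wells and 100% = acetylcholine at EC100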
M4 antag: antagonists of human muscarinic M4 receptor (CHRM4) | AID 624125 | CHO-hM4 cells, ACh EC80, Fluo-8 calcium fluorescence | inhibition, % at 3 µM | P08173 | 0.73% of 360,000 active;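 active means inhibition above its plate's cutoff, the mean inhibition of sample wells plus 3 SD, cut at about 27% in these data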;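 further: 0% = acetylcholine EC80 with DMSO and 100% = DMSO without agonist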
CHRM5 PAM: potentiates acetylcholine response at human M5 receptor; P08912; CHO-K1 hM5, Fluo-8 calcium, ACh EC20 PAM; 0% = ACh EC20, 100% = ACh EC100; activation, % at 3 µM; 0.3% of 360,000 active;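 active means activation above the run cutoff, the mean activation of all test compounds plus 3 SD, cut at about 18% in these data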
Target sequence (P08912 whole entry, looked up): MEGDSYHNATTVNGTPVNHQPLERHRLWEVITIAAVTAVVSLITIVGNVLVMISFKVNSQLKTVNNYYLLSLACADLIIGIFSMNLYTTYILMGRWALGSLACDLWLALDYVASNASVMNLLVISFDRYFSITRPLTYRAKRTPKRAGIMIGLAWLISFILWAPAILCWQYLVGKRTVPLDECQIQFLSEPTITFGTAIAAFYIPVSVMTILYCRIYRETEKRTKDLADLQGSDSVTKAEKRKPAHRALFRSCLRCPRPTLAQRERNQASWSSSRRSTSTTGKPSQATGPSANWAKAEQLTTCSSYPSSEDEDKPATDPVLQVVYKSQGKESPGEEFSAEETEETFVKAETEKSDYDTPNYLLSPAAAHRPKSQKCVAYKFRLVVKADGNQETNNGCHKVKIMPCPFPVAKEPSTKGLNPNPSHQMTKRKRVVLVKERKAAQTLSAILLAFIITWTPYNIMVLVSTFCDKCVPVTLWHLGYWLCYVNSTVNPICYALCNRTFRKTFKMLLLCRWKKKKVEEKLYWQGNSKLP
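Replicates: One well per compound, no replicates | System: Human M5 receptor in CHO-K1 cells | Benchmarks: Low control EC20 acetylcholine (0%), high control EC100 acetylcholine (100%) | Probe or stimulus: Acetylcholine, EC20 level | Times: Fluo-8 loading 80 min at 37 °C plus 30 min room temperature | Signal: Intracellular calcium via Fluo-8 fluorescence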
M5 antag: antagonists of human muscarinic M5 receptor (CHRM5); 0.59% of 360,000 active; P08912; CHO-hM5 cells, Fluo-8 calcium fluorescence, ACh EC80; inhibition, % at 3 µM;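 active means inhibition above a per-plate cutoff, the mean of that plate's test compounds plus 3 SD, cut at about 27% in these data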;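 further: 0% = acetylcholine EC80 with DMSO and 100% = DMSO without agonist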
CHRM1 antagonist: human CHRM1 antagonism; P11229; CHO-K1 hM1, Fluo-8 calcium fluorescence, ACh EC80 antagonist; inhibition, % at 3 µM; 1.3% of 360,000 active; AID 588852;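 active means percent inhibition above its own plate's cutoff, namely the mean of that plate's compound wells plus 3 SD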;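 further: peak over basal fluorescence ratio during 140 s after agonist addition; 0% = ACh EC80 plus DMSO and 100% = DMSO alone without agonist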
M1 PAM: human CHRM1 positive allosteric modulation | CHO-K1 hM1, Fluo-8 calcium fluorescence, ACh EC20; 0% = ACh EC20, 100% = maximal ACh | activation, % at 3 µM | 0.088% of 360,000 active | AID 588819; in the data active means activation above about 19%, passing the limit was not always enough
M5 ag: agonists of human muscarinic M5 receptor (CHRM5) | CHO-K1 hM5 cells, Fluo-8 calcium fluorescence; 0% DMSO wells, 100% maximal acetylcholine response | activation, % at 3 µM | 0.19% of 360,000 active | AID 624037;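 active means activation above the run's mean over test compounds plus 3 SD, cut at about 23% in these data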;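 further: signal is peak over basal fluorescence ratio across the kinetic read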
TAAR1 ag: human TAAR1 agonism | 0.99% of 360,000 active | CHO RD-HGA16 TAAR1, Fluo-8 calcium fluorescence; vehicle wells 0%, saturating PEA agonist 100% | activation, % at 3 µM;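 active means activation above the mean activation of all test compounds in the run plus 3 SD, cut at about 38% in these data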
Target sequence (Q96RJ0 whole entry, looked up): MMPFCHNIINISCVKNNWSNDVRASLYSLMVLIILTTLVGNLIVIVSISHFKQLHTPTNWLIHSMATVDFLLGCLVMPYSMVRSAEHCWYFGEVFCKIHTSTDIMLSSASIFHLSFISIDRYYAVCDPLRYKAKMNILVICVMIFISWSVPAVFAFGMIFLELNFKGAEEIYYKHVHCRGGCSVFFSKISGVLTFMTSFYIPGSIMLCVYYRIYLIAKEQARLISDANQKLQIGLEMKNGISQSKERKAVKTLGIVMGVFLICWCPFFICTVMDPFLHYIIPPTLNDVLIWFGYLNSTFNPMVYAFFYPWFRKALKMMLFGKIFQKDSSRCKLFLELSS
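Test system: RD-HGA16 (CHO) cells co-expressing Gα16 and hTAAR1 | Doses: Single dose, 3 µM | Schedule: 17-24 h seeding, 75 min 37 °C dye, 30 min RT | Evaluation: % activation from peak over basal fluorescence ratio, DMSO-to-PEA scaled | Technique: Kinetic Fluo-8 calcium fluorescence | Benchmarks: Low control DMSO, high control PEA (EC100)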
* hit, by the source's call; . = no result given. Some of the compounds tested; rates above refer to the full screens.

SMILES	CHRM1 agonist	CHRM4 agonist	M4 antag	CHRM5 PAM	M5 antag	CHRM1 antagonist	M1 PAM	M5 ag	TAAR1 ag
Cn1cccc1C(C#N)c1ccccc1C#N (stereo unspecified)	-12	1	2	-1	-3	15	-12	-4	6
C=CCSc1nnnn1-c1ccc(OC)cc1	-5	-1	-4	1	5	-5	7	-2	7
Nc1nonc1-n1nnc(C(=O)N/N=C/c2ccccc2Cl)c1CN1CCOCC1	-2	0	-6	-2	7	-1	16	-7	1
COCCOC(=O)C1=C(C)Nc2ncnn2C1c1ccc(F)cc1 (stereo unspecified)	-6	0	7	2	6	-4	12	0	1
CC(=O)Nc1ccc(N2CCCCC2)cc1	2	3	-5	-11	6	4	2	-1	8
CCn1cc(-c2cc(C(=O)O)c3ccccc3n2)cn1	-2	0	3	0	0	-6	3	0	6
Cc1cc(C)cc(NC(=S)NN)c1	-2	-1	-2	1	10	2	3	-2	3
O=C(CCCn1c(=S)[nH]c2ccc(Br)cc2c1=O)NCC1CCCO1 (stereo unspecified)	-5	3	-3	-3	0	1	2	-1	13
CCOC(=O)c1nnn(CC(=O)Nc2cc(Cl)ccc2C)c1C(=O)OCC	2	4	1	-3	-4	10	-4	8	20
O=C(/C=C/c1ccc([N+](=O)[O-])cc1)OCc1cnc(-c2ccccc2)o1	-5	2	0	9	-6	-8	8	0	3
COc1ccc(CCC(=O)OCC(=O)c2ccc[nH]2)cc1OC	-1	2	-3	-7	10	6	-3	-2	6
O=Nc1[nH]c(=O)c(/C=C(\O)c2ccccc2)nc1NO	-4	0	18	1	4	-14	7	1	4
C=CCn1c(SC(C)C(=O)NCC2CCCO2)nnc1-c1ccc(OC)cc1 (stereo unspecified)	-6	0	-5	-1	8	-11	9	2	5
Cc1[nH]n(C(N)=S)c(=O)c1N=Nc1ccc(Br)cc1	-3	1	4	-4	12	6	-5	-2	1
CCOc1ccccc1C(=O)Nc1ccc(C(=O)c2ccccc2)cc1	-6	1	-8	-7	10	2	-3	-5	6
COc1ccc(OC)c(C2=NS(=O)(=O)N(C)C(C(=O)Nc3ccc(C(C)=O)cc3)=C2)c1	-4	8	8	-4	15	-1	1	-4	1
O=S(=O)(Nc1nc2c(s1)CCCC2)c1ccc(F)cc1	-6	1	-3	-3	9	6	-1	-7	2
CCC(CO)Oc1cc(NCc2ccc(C)cc2)c2ncn(C(C)C)c2c1 (stereo unspecified)	-2	1	6	14	-3	-8	18	2	6
CCCC(=O)N(Cc1cc(=O)[nH]c2ccccc12)c1ccccc1OC	-7	0	-2	4	1	-5	5	-3	1
CCOc1ccc(C2C(C(=O)c3ccc(C)o3)=C(O)C(=O)N2c2cc(C)on2)cc1OC (stereo unspecified)	-3	0	14	5	1	1	0	-2	3
COc1ccc(OC)c(NC(=O)CC(NC(C)=O)c2ccccc2)c1 (stereo unspecified)	-1	0	5	4	10	-5	8	-1	1
CCN(CC)C(=O)C1CCCc2c1[nH]c1ccc(Cl)cc21 (stereo unspecified)	-9	1	-8	-4	4	-17	6	-4	-1
COc1cccc(NC(=O)COc2ccc3c(c2)CCC3)c1	-4	0	4	-5	3	-5	7	-4	0
CCC(=O)Nc1ccc(C(=O)Nc2cc(C)on2)cc1	0	1	-2	4	-3	5	3	-1	5
CC(C)CCN(C)c1ccc(/C=N/n2cnnc2)cc1	-5	-1	12	-1	0	-5	2	-3	2

Next entries
SMILES	CHRM1 agonist	CHRM4 agonist	M4 antag	CHRM5 PAM	M5 antag	CHRM1 antagonist	M1 PAM	M5 ag	TAAR1 ag
Cc1ccc(-n2c3nc(=O)[nH]c(=O)c-3cc3cc([N+](=O)[O-])ccc32)cc1C	-10	0	-21	3	5	30*	-28	-4	0
Cc1ccc(-c2nc(NCCN(C)C)c3ccccc3n2)cc1	0	2	-11	0	-1	-20	21	1	1
CCOCCCNC(=O)C(c1ccc(OC)cc1)N(Cc1ccc2c(c1)OCO2)C(=O)CNC(C)=O (stereo unspecified)	-2	1	0	5	-5	-14	3	-4	11
CCCc1cc(=O)oc2c3c(cc(OCC(=O)NCc4ccccn4)c12)OC(C)(C)CC3	-5	15	-5	-10	6	-3	-5	2	2
CC(C)NC(=O)N(C)C[C@@H]1Oc2ccc(NC(=O)Nc3ccc(C(F)(F)F)cc3)cc2CC(=O)N([C@H](C)CO)C[C@@H]1C	-3	1	-1	5	-5	-2	2	3	19
Cc1ccc(N(C(=O)Cn2nnc(-c3ccc(C)o3)n2)C(C(=O)NC2CCCC2)c2ccncc2)cc1 (stereo unspecified)	-2	2	-5	-5	12	-14	9	0	-3
NC(Cc1ccc(Cl)cc1)c1csc(Nc2ccc(C(=O)NCCCO)cn2)n1 (stereo unspecified)	-5	1	-6	1	0	-9	2	1	1
CCOC(=O)C1=C(COC(=O)C(C)(C)Oc2ccc(Cl)cc2)NC(=O)NC1C (stereo unspecified)	0	6	-5	-6	4	-3	-1	4	7
O=C1CCC(c2ccccc2)=NN1Cc1c(F)cccc1Cl	2	1	2	-2	8	5	4	-1	-2
COCCOC(=O)C1=C(C)N(c2ccccc2)C(=O)NC1c1cccc([N+](=O)[O-])c1 (stereo unspecified)	-5	3	1	-1	-3	-8	4	0	0
CN(CC(=O)Nc1ccc(Cl)c(C(F)(F)F)c1)C(=O)c1ccc(S(=O)(=O)N2CCOCC2)cc1	-3	13	3	-4	4	14	-2	3	15
O=C(COc1ccc2ccc(=O)oc2c1)NCCN1CCOCC1	7	2	-8	-2	-2	-7	21	0	2
Cc1ccc(NC(=O)c2ccc(-n3cccn3)nc2)cc1	-10	3	0	-1	-8	1	5	-3	2
Cc1nnc(NC(=O)c2c(F)cccc2F)s1	-3	-1	-6	2	0	-15	8	1	5
COc1cccc(NC(=O)C(c2ccccc2)N2CCCCC2)c1 (stereo unspecified)	-6	-1	19	-21	15	50*	-23	-12	1
O=C1OC(CC(=O)N(Cc2nnc(-c3ccccc3Cl)o2)C2CC2)c2ccccc21 (stereo unspecified)	-7	5	-2	0	7	9	-1	2	0
Cc1ccc(CNC(=O)CSc2ncccn2)cc1	-1	0	2	7	2	-13	2	-2	8
COc1ccc(/C(O)=C2/C(=O)C(=O)N(c3ccccn3)C2c2ccc(OC)c(OC)c2)cc1 (stereo unspecified)	-3	0	0	3	7	-1	5	3	13
O=C(c1ccccc1F)N1CCCC(N2CCN(Cc3ccc4c(c3)OCO4)CC2)C1 (stereo unspecified)	-9	0	-2	2	-8	0	-6	-3	-1
COc1cccc(COc2ccccc2C2Nc3ccc(Br)cc3C(=O)N2NC(=O)c2ccncc2)c1 (stereo unspecified)	-5	0	-8	8	16	-4	2	-2	3
CC1=CC(C)(C)n2c(O)c(N=N)c3c(C)c(C)cc1c32	-1	-2	6	10	-1	-14	10	-3	7
COCCNC(=O)C1(C)CCN(C(=O)c2cc(-c3ccccc3)cs2)C1 (stereo unspecified)	7	2	-11	11	1	-9	17	3	0
Cc1ccccc1-n1c(SCC(=O)NCC2CCCO2)nnc1-c1ccncc1 (stereo unspecified)	-1	0	-3	-1	12	-7	1	2	2
CC(=O)c1cccc(NC(=O)/C(=C\c2cccnc2)NC(=O)c2ccco2)c1	-3	0	1	-5	3	11	-8	-1	9
COc1cccc(CNC(=O)CSC(=S)N2CCCC2)c1	-6	1	-6	5	-6	-16	10	-4	2

Structures above shown as hits in CHRM1 antagonist.
Structure | CHRM1 agonist | CHRM4 agonist | M4 antag | CHRM5 PAM | M5 antag | CHRM1 antagonist | M1 PAM | M5 ag
Cc1ccc(-n2c3nc(=O)[nH]c(=O)c-3cc3cc([N+](=O)[O-])ccc32)cc1C | -10 | 0 | -21 | 3 | 5 | 30* | -28 | -4
COc1cccc(NC(=O)C(c2ccccc2)N2CCCCC2)c1 (stereo unspecified) | -6 | -1 | 19 | -21 | 15 | 50* | -23 | -12

Going on with the list:
SMILES	CHRM1 agonist	CHRM4 agonist	M4 antag	CHRM5 PAM	M5 antag	CHRM1 antagonist	M1 PAM	M5 ag	TAAR1 ag
Cc1nnc(Sc2nc3c(c(=O)n(C)c(=O)n3C)n2Cc2ccccc2Cl)s1	0	1	-5	0	0	5	-3	-6	3
C/C=C(\C)CN1CCC(n2nccc2NC(=O)CCOc2ccccc2)CC1	2	1	-10	15	-13	-17	13	-1	-1
Cc1cccc(C)c1OCC(O)CN1CCC(CN2C(=O)c3cccc4cccc(c34)C2=O)CC1 (stereo unspecified)	-2	6	-1	6	-3	-18	-3	-1	10
CCCCn1c(SCC2CCCO2)nc2cc(S(N)(=O)=O)ccc21 (stereo unspecified)	-4	0	-1	-4	-2	3	3	-5	6
O=[N+]([O-])c1cccc(C2=NC(c3ccccc3)CO2)c1 (stereo unspecified)	-3	4	3	-1	4	-7	9	2	6
COc1cccc(C2NC(=O)NC(C)=C2C(=O)Nc2ccc(C)cc2)c1 (stereo unspecified)	-6	0	2	1	-3	-10	6	0	1
Cc1cc(=O)[nH]c(N)n1	2	1	0	5	3	-3	9	1	2
CCOC(=O)CC1(C)N(S(=O)(=O)c2ccc(C)cc2)c2ccccc2N1S(=O)(=O)c1ccc(C)cc1	.	0	-2	2	-2	.	.	1	4

Part of the list above in another layout:
Values run as follows: CHRM1 agonist	CHRM4 agonist	M4 antag	CHRM5 PAM	M5 antag	CHRM1 antagonist	M1 PAM	M5 ag	TAAR1 ag
Cc1nnc(Sc2nc3c(c(=O)n(C)c(=O)n3C)n2Cc2ccccc2Cl)s1
→ 0	1	-5	0	0	5	-3	-6	3
C/C=C(\C)CN1CCC(n2nccc2NC(=O)CCOc2ccccc2)CC1
→ 2	1	-10	15	-13	-17	13	-1	-1
Cc1cccc(C)c1OCC(O)CN1CCC(CN2C(=O)c3cccc4cccc(c34)C2=O)CC1 (stereo unspecified)
→ -2	6	-1	6	-3	-18	-3	-1	10

Entries of single compounds, quoted from the list. Order of screens: CHRM1 agonist | CHRM4 agonist | M4 antag | CHRM5 PAM | M5 antag | CHRM1 antagonist | M1 PAM | M5 ag | TAAR1 ag
Shown for CCOC(=O)CC1(C)N(S(=O)(=O)c2ccc(C)cc2)c2ccccc2N1S(=O)(=O)c1ccc(C)cc1 : . | 0 | -2 | 2 | -2 | . | . | 1 | 4
Shown for CCN(CC)C(=O)C1CCCc2c1[nH]c1ccc(Cl)cc21 (stereo unspecified) : -9 | 1 | -8 | -4 | 4 | -17 | 6 | -4 | -1
Shown for O=[N+]([O-])c1cccc(C2=NC(c3ccccc3)CO2)c1 (stereo unspecified) : -3 | 4 | 3 | -1 | 4 | -7 | 9 | 2 | 6
